High-throughput results as filed in PubChem BioAssay.
APE1 inh = APE1 (human) endonuclease inhibition | Potency, µM (top dose mostly 65.8 µM), without a hit: top-dose activity change, negative = inhibition, usual class: inhibitors | recombinant APE1, TAMRA/BHQ-2 abasic DNA cleavage fluorescence | 350,000 compounds, 0.35% hits;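 note: potency is the fitted concentration of half-maximal effect; plate controls were vehicle for no effect and reference inhibitor for full effect; nearly all actives have a fitted effect of over 55% in size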
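Measures dequenching upon AP-site incision of a 5'-TAMRA/3'-BHQ-2 THF-containing duplex, 50 nM; human APE1 0.75 nM after 15 min room-temperature exposure to compound; kinetic three-point read at one-minute spacing.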
BLM inh = blocks DNA unwinding by human BLM helicase; 350,000 compounds, 0.2% hits; Potency, µM (titrated, usually from 56.1 µM), for inactives: at the top dose activity change, negative = inhibition, actives largely listed as inhibitors; recombinant BLM DNA unwinding, fluorescence dequenching; P54132;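 note: potency is the fitted concentration of half-maximal effect; plate controls were vehicle for no effect and no enzyme for full effect; nearly all actives have a fitted effect of over 35% in size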
ERG Ets-DNA blk = ERG Ets/DNA interaction inhibition | 370,000 compounds, 0.028% hits | P11308 | fluorescence polarization, His-ERG Ets domain / labelled DNA | Potency, µM (top dose mostly 76.9 µM), without a hit: at the highest dose FP activity, negative = inhibition, hits mostly inhibitors | AID 624246; active = well fitted inhibition curve with a large enough effect in the polarisation, with a control signal flat; inconclusive = small, poorly fitted or top-dose-only effect, or effect the other way, or a change in a side signal; inactive = no such curve, though single readings can be large or run the other way; the % refers to the polarisation;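 note: polarization taken with two DNA probes labelled with fluorescein and Texas red; potency is the fitted concentration of half-maximal effect; % of control where 0% means no effect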
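His-tagged ERG Ets domain (1 uM in the protein solution; 300mM KCl, 50mM Tris-HCl, 1mM EDTA, 1mM DTT, pH 7.5) received compound, then a probe mix of 5 nM fluorescein-DNA and 100nM Texas-615-DNA. Fluorescence polarization was read for both dyes.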
Pol kappa inh = blocks human DNA polymerase kappa activity; Q9UBT6; purified Pol kappa, fluorescent DNA synthesis assay, 10 min; Potency, µM (highest dose often 107 µM), inactives show top-dose activity, negative = inhibition, usual class: inhibitors; 400,000 compounds, 0.53% hits; AID 588579; note: potency is the fitted concentration of half-maximal effect; % is set by controls: 0 for no effect and ±100 for the full control effect
Target sequence (Q9UBT6 whole entry, looked up): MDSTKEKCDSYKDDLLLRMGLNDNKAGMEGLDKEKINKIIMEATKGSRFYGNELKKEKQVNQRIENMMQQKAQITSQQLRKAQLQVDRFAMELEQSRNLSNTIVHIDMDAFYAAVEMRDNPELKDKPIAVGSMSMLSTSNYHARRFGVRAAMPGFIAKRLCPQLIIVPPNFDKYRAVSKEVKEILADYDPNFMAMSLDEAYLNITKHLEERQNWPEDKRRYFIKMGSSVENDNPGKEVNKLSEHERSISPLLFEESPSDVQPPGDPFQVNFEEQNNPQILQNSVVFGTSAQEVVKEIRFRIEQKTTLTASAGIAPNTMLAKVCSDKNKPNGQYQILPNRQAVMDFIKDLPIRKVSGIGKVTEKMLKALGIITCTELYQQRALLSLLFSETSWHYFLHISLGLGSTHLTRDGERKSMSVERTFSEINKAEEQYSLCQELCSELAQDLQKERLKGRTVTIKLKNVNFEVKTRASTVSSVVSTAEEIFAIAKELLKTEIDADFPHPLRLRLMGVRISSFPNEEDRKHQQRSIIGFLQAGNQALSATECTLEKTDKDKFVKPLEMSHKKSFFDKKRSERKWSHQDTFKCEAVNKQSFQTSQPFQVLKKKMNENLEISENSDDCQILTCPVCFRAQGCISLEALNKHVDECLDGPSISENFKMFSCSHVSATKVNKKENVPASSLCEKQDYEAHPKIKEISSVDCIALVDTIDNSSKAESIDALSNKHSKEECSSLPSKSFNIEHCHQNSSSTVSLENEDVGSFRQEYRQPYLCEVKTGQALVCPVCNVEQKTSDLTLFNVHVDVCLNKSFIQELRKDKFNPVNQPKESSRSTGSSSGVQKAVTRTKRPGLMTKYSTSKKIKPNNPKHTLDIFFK
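Pol kappa 10 nM + cpd, 15 min RT; start w/ substrate 50 nM final; fluorescence kinetic read, 0 and 10 min. Neg ctrl: buffer, no enzyme.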
POLB inh = DNA polymerase beta (human) inhibition | P06746 | Pol beta primer extension/strand displacement, fluorescence kinetic | Potency, µM (series often up to 114 µM), for the others: at the top dose activity change, negative = inhibition, usual class: inhibitors | 340,000 compounds, 1.3% hits | AID 485314; note: potency is the fitted concentration of half-maximal effect; % is set by controls: 0 for no effect and ±100 for the full control effect
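Curves were derived by four-parameter Hill fits of normalized qHTS data. The kinetic fluorescent primer-extension read was taken at 0 and 10 min after 50 nM substrate, following a 15 min room-temperature preincubation of 10 nM enzyme with compounds.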
TRHR ag = TRH receptor (human) agonism; P34981; AID 493084; 360,000 compounds, 0.18% hits; activation, % at 2 µM; TRHR cells, calcium flux fluo-8, FDSS agonist mode; in the data active = activation above about 30%; note: 0% is about no effect
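Read-out: compound-evoked intracellular calcium rise in TRHR cells, fluo-8 dye, kinetic FDSS fluorescence at 1 s/cycle following a 10-cycle baseline. Cells cultured overnight before dye loading (30 min–1.5 h, RT).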
ALOX12 inh = inhibitors of human 12S-lipoxygenase ALOX12; 580,000 compounds, 1.1% hits; purified 12hLO, xylenol orange hydroperoxide absorbance; AID 1671190; Potency, µM (series often up to 108 µM), for inactives: at the highest dose activity change, negative = inhibition, actives largely listed as inhibitors; note: potency is the fitted concentration of half-maximal effect; % is set by controls: 0 for no effect and ±100 for the full control effect
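Purified human 12hLO at 150 nM in 25 mM Hepes, 0.01% Triton X-100, pH 7.0, preincubated 15 min at room temperature with compound. Reaction started with 40 uM arachidonic acid, 30 min at room temperature. Hydroperoxide measured by Fe-xylenol orange, 573/405 nm absorbance ratio.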
Pol iota inh = inhibitors of human DNA polymerase iota; 390,000 compounds, 1% hits; Potency, µM (series often up to 115 µM), for inactives: at the top dose activity, negative = inhibition, hits mostly inhibitors; Pol iota fluorescent replication assay, 10 min; Q9UNA4; note: potency is the fitted concentration of half-maximal effect
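Pol iota at 10 nM preincubated 15 min with compounds at room temperature; reaction started with fluorescent substrate, 50 nM final. Fluorescence read kinetically at 0 and 10 min; buffer-only wells as negative control.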
Anesthetic bind = binds horse apoferritin like a general anesthetic; apoferritin/1-aminoanthracene competitive binding, fluorescence; Potency, µM (highest dose often 77.5 µM), inactives show top-dose activity change, negative = displacement, actives largely listed as inhibitors; 350,000 compounds, 0.074% hits; note: potency is the fitted concentration of half-maximal effect; % is set by controls: 0 for no effect and ±100 for the full control effect; nearly all actives have a fitted effect of over 20% in size
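Concentration-response curves derived by four-parameter Hill fitting of normalized fluorescence, where compounds displaced 1-AMA from 10 uM horse apoferritin following a brief 10 min room-temperature incubation; propofol titration acted as positive control.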
* hit, by the source's call; ? = inconclusive; · = no result given; [ ] = another dose, or the depositor's remark. Unless noted, calls come from the whole dose curve; as a rule, active = well fitted curve in the direction sought with a large enough effect; inconclusive = small, poorly fitted or top-dose-only effect, or another doubt; inactive = no such curve, though single readings can be large; an effect the other way counts as inactive or inconclusive. Some of the compounds tested; count on the stated rates, not on these rows.

Screens in order: APE1 inh	BLM inh	ERG Ets-DNA blk	Pol kappa inh	POLB inh	TRHR ag	ALOX12 inh	Pol iota inh	Anesthetic bind
#1 CCOc1ccc(CNC(=O)c2ccc(Sc3ccc(C)cc3)c(N)c2)cc1OC
→ ·	-12%	1%	-12%[60.1 µM]	8%	-0.2	?	-14%	261%[activator]
#2 O=C(CNCc1ccccn1)N1CCc2ccccc2C1
→ 7%	1%	3%	-16%	-25%	-0.8	0%	12%	4%
#3 O=C(CSc1nc2[nH]ncc2c(=O)[nH]1)N1CCCCC1
→ 4%	-1%	-7%	-3%	9%	2.3	14%	-9%	-5%
#4 c1ccc2c(c1)Nc1nccnc1S2
→ 3%	-7%	-5%	-5%	1%	0.5	?	-9%	12%
#5 COc1cccc(-c2nc(=S)c3c(n2Cc2ccco2)CCCC3)c1
→ -1%	-4%	1%	-6%	6%	0.6	11%	?	-11%
#6 CC(C(=O)NCC1(c2ccccc2)CCCC1)N1CCOCC1 (configuration not stated)
→ -1%	1%	4%	-20%	23%	0.3	0%	-1%	-11%
#7 Cc1ccc(-c2nnc(CSc3nc(C)nc4sc(C)c(C)c34)o2)cc1
→ -1%	-1%	·	-12%	21%	0.0	·	?	-9%
#8 COc1ccc(CNC(=O)C2CCC(CNS(=O)(=O)c3ccc(C)cc3)CC2)cc1 (configuration not stated)
→ 12%	-3%	6%	8%	-20%	-0.1	?	19%	0%
#9 O=S(=O)(c1ccc(Cl)c(C(F)(F)F)c1)N1CCN(CC(O)COCC2CCCO2)CC1 (configuration not stated)
→ -1%	-1%	-9%	-4%	4%	-0.4	0.56µM*	0%	-12%
#10 Cc1cc(NC(=O)COc2ccc([N+](=O)[O-])cc2)no1
→ 8%	·	-9%	4%	·	-2.2	3%	-21%	·
#11 CCOC(=O)c1cccc(NC(=O)C2CCC(CNc3c(N4CCOCC4)c(=O)c3=O)CC2)c1 (configuration not stated)
→ -6%	2%	8%	5%	16%	-1.1	6%[57.4 µM]	7%	-7%
#12 CCNC(=O)COc1ccc2ccccc2c1
→ 4%	1%	7%	-4%	-2%	-0.5	-8%	21%	-9%
#13 CC(=O)Oc1ccc(N(C(C)=O)S(=O)(=O)c2ccc3ccccc3c2)cc1Br
→ -8%	-13%	5%	-22%	1%	0.8	0%	?	-20%
#14 CC(C)(Oc1ccc(Cl)cc1)C(=O)N1CCN(C(=O)c2ccco2)CC1
→ 24%[12.4 µM]	1%	0%	-9%	6%	0.2	16%	-17%	-6%
#15 O=S(=O)(c1ccc(F)cc1)N1CCC(c2nc3ccccc3[nH]2)CC1
→ 66%[activator]	-3%	6%	1%	4%	-0.3	1%	127%[activator]	2%
#16 CCO[C@@H]1OC(C(=O)NCc2nc3ccccc3[nH]2)=C[C@H](c2cn(C(C)=O)c3ccccc23)[C@H]1CCCO
→ -2%	0%	2%	3%	-2%	-0.6	24%	11%	-18%
#17 O=C(Nc1ccc2c(c1)COC2=O)c1ccc(Cl)c(Cl)c1
→ -5%	-3%	-17%	-10%	11%	-0.2	?	12%	-6%
#18 CC(=O)C1=C(C)NC(SCC(=O)c2ccc(Cl)cc2Cl)=C(C#N)C1c1ccco1 (configuration not stated)
→ -8%	-21%	·	-19%	16%	1.4	?	46%[activator]	-5%
#19 Cc1ccc(SCC(=O)OCC(=O)N(CC(C)C)c2c(N)n(Cc3ccccc3)c(=O)[nH]c2=O)cc1C
→ 3%	·	14%	-8%	·	0.4	?	4%	·
#20 C/C(=N\NC(=O)CSc1nnc(C)s1)c1ccc(Cl)cc1
→ 0%	1%	-16%	-7%	-9%	0.5	12%	9%	-14%

Given with bars between the fields: 11 of the compounds above.
nr | SMILES | APE1 inh | BLM inh | ERG Ets-DNA blk | Pol kappa inh | POLB inh | TRHR ag | ALOX12 inh | Pol iota inh | Anesthetic bind
7 | Cc1ccc(-c2nnc(CSc3nc(C)nc4sc(C)c(C)c34)o2)cc1 | -1% | -1% | · | -12% | 21% | 0.0 | · | ? | -9%
8 | COc1ccc(CNC(=O)C2CCC(CNS(=O)(=O)c3ccc(C)cc3)CC2)cc1 (configuration not stated) | 12% | -3% | 6% | 8% | -20% | -0.1 | ? | 19% | 0%
9 | O=S(=O)(c1ccc(Cl)c(C(F)(F)F)c1)N1CCN(CC(O)COCC2CCCO2)CC1 (configuration not stated) | -1% | -1% | -9% | -4% | 4% | -0.4 | 0.56µM* | 0% | -12%
10 | Cc1cc(NC(=O)COc2ccc([N+](=O)[O-])cc2)no1 | 8% | · | -9% | 4% | · | -2.2 | 3% | -21% | ·
11 | CCOC(=O)c1cccc(NC(=O)C2CCC(CNc3c(N4CCOCC4)c(=O)c3=O)CC2)c1 (configuration not stated) | -6% | 2% | 8% | 5% | 16% | -1.1 | 6%[57.4 µM] | 7% | -7%
12 | CCNC(=O)COc1ccc2ccccc2c1 | 4% | 1% | 7% | -4% | -2% | -0.5 | -8% | 21% | -9%
13 | CC(=O)Oc1ccc(N(C(C)=O)S(=O)(=O)c2ccc3ccccc3c2)cc1Br | -8% | -13% | 5% | -22% | 1% | 0.8 | 0% | ? | -20%
14 | CC(C)(Oc1ccc(Cl)cc1)C(=O)N1CCN(C(=O)c2ccco2)CC1 | 24%[12.4 µM] | 1% | 0% | -9% | 6% | 0.2 | 16% | -17% | -6%
15 | O=S(=O)(c1ccc(F)cc1)N1CCC(c2nc3ccccc3[nH]2)CC1 | 66%[activator] | -3% | 6% | 1% | 4% | -0.3 | 1% | 127%[activator] | 2%
16 | CCO[C@@H]1OC(C(=O)NCc2nc3ccccc3[nH]2)=C[C@H](c2cn(C(C)=O)c3ccccc23)[C@H]1CCCO | -2% | 0% | 2% | 3% | -2% | -0.6 | 24% | 11% | -18%
17 | O=C(Nc1ccc2c(c1)COC2=O)c1ccc(Cl)c(Cl)c1 | -5% | -3% | -17% | -10% | 11% | -0.2 | ? | 12% | -6%

(continued)
Screens in order: APE1 inh	BLM inh	ERG Ets-DNA blk	Pol kappa inh	POLB inh	TRHR ag	ALOX12 inh	Pol iota inh	Anesthetic bind
#21 CC(=O)Nc1ccc(S(=O)(=O)Nc2nnc(C(C)(C)C)s2)cc1
→ -11%	0%	-1%	-24%	26%	-0.5	-25%	-1%	-1%
#22 COCCn1c(SCC(=O)N2CCc3ccccc3C2)nc2ccccc2c1=O
→ 5%	-11%	-10%	-12%	14%	-0.5	-6%	23%	-3%
#23 CS(=O)(=O)c1ccc(Cl)c(NC(=O)Cc2c(F)cccc2Cl)c1
→ -4%	-1%	-3%	?	-1%	0.1	16%	-20%	-5%
#24 S=c1nc(-c2cccc(Br)c2)[nH][nH]1
→ 2%	1%	-15%	-5%	15%	-0.1	?	7%	?
